Assay outcomes as filed in PubChem.
GLP-1R inv ag = acts as inverse agonist at human GLP-1 receptor; actives 1.6% (n = 410,000); HEK293 GLP-1R CRE-luciferase, luminescence, 24 h; GLP-1R form is constitutively active; AID 624417; Potency, µM (doses to about 38.3 µM), for inactives: at the top dose activity change, negative = inhibition, usual class: inhibitors; P43220; note: % is set by controls: 0 for no effect and ±100 for the full control effect; nearly all actives have a fitted effect of over 55% in size
Target sequence (P43220 whole entry, looked up): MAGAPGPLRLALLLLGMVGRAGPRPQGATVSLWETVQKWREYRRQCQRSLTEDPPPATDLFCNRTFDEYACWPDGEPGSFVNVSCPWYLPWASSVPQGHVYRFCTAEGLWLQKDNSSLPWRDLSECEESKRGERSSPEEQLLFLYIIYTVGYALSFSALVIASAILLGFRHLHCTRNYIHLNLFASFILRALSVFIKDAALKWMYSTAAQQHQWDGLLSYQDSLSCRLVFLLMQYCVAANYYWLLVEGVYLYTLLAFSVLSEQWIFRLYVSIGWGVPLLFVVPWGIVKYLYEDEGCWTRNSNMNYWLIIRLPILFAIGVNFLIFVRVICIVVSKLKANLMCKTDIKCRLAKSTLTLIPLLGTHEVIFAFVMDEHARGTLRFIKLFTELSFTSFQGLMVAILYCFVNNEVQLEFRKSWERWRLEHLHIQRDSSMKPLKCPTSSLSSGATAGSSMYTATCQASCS
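qHTS in 1536-well format: reporter HEK293 cells expressing constitutive GLP-1R activity in DMEM + 10% Nu serum, 24 hr with compounds at 37 deg C, luminescence read after 12 min with detection reagent.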
HT1080-NT tox = kills 2HG-producing HT-1080-NT fibrosarcoma cells | Potency, µM (doses to about 46.1 µM), without a hit: at the top dose activity, negative = less viability, most hits filed as cytotoxic | actives 1.6% (n = 360,000) | HT-1080-NT fibrosarcoma viability, CellTiter-Glo ATP luminescence, 48 h | AID 686970;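 note: NT is the 2HG producing partner of a matched IDH1 knockdown line; 0% = DMSO-treated cells and -100% = media-only wells without cells; nearly all actives have a fitted effect of over 55% in size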
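Luminescent CellTiter-Glo readout after 48 hours of compound exposure at 37 degrees C defined viability of HT-1080-NT cells. Activity was normalized to DMSO wells and cell-free media wells; concentration-response curves were fitted and assigned curve classes.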
KB-3-1 tox = KB-3-1 parental cell cytotoxicity. KB-3-1 viability, CellTiter-Glo ATP luminescence, 72 h. Potency, µM (highest dose often 46.1 µM), inactives show top-dose activity change, negative = cytotoxic, usual class: cytotoxic. actives 1.4% (n = 400,000); note: % is set by controls: 0 for no effect and ±100 for the full control effect; nearly all actives have a fitted effect of over 60% in size
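Parental KB-3-1 adenocarcinoma cells in phenol-red-free DMEM with 10% FBS were pin-treated with compounds at several concentrations, incubated 72 h at 37 °C, and viability read by CellTiter-Glo luminescence; concentration-effect curves were fitted after normalization.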
GLP1R cytotox = cytotoxicity counter-screen for GLP-1 receptor inverse agonists | HEK293 cAMP-luciferase reporter cells, luminescence, 24 h | Potency, µM (series often up to 38.3 µM), for inactives: at the highest dose activity change, negative = inhibition, actives largely listed as inhibitors | actives 0.13% (n = 410,000);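 note: loss of luciferase light is scored as toxicity; % is set by controls: 0 for no effect and ±100 for the full control effect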
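Luminescence readout: signal drop marks cytotoxicity. Plated cells grew 12 h at 37 °C, 5% CO2, received 23 nL compound for 24 h, then got luciferase reagent, read after 12 min at RT.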
TDP43 rescue = rescues yeast growth from TDP-43 toxicity. TDP-43 expressing yeast growth rescue, BacTiter-Glo, 24 h. Potency, µM (highest dose often 46.1 µM), without a hit: top-dose growth rescue (activation), usual class: activators. actives 1.8% (n = 410,000). AID 652104; note: % of control where 0% means no effect; nearly all actives have a fitted effect of over 50% in size
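Readout is BacTiter-Glo luminescence of cell growth, so inhibitors register as activators. TDP-43-expressing yeast at OD600=0.02 in galactose medium, after raffinose pregrowth to mid-log, were incubated with compound for 24 hr at 30 deg C.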
HT1080 IDH1KD tx = toxicity to HT-1080 IDH1 knockdown cells (counter line) | HT-1080 IDH1 knockdown viability, ATP luminescence, 48 h | Potency, µM (titrated, usually from 46.1 µM), inactives show at the highest dose activity, negative = toxicity, actives largely listed as cytotoxic | actives 2% (n = 360,000) | AID 686971;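 note: 0% = DMSO wells and -100% = cell-free medium wells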
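Luminescent ATP read-out (CellTiter-Glo, 10 min at room temperature) after 48 h compound exposure at 37 °C gave viability of IDH1-knockdown HT-1080 cells. Activity was normalised to DMSO and cell-free wells, then fitted as concentration-response curves.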
GLP1R ag = GLP-1 receptor (human) agonism; P43220; HEK293 GLP-1R CRE-luciferase, luminescence, 4-6 h; cells express a hypersensitive GLP-1R form; Potency, µM (doses to about 45.6 µM), for the others: at the top dose activation, actives largely listed as activators; actives 0.007% (n = 380,000); note: % of control where 0% means no effect
SW480 rerep = inducers of DNA re-replication in SW480 colon cancer cells. AID 624297. actives 1.8% (n = 340,000). Potency, µM (series often up to 46.1 µM), for the others: at the top dose re-replication activation, hits mostly activators. SW480 DNA re-replication, Hoechst DNA content imaging, 48 h; note: % of control where 0% means no effect; nearly all actives have a fitted effect of over 55% in size
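Compounds, transferred as 23 nL by pin tool, were incubated with cells for 48 hr; DNA content per nucleus was then quantified by Hoechst staining and fluorescence plate imaging.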
KB-V1 cytotox = kills drug-selected multidrug resistant KB-V1 cells | AID 1347076 | Potency, µM (titrated, usually from 46.1 µM), without a hit: top-dose activity change, negative = cytotoxicity, actives largely listed as cytotoxic | actives 3.4% (n = 400,000) | KB-V1 MDR cells viability, CellTiter-Glo, 72 h; note: % is set by controls: 0 for no effect and ±100 for the full control effect; nearly all actives have a fitted effect of over 60% in size
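Following 72 h at 37 degrees C with compound, KB-V1 cell viability was read by CellTiter-Glo luminescence, medium being phenol-red-free DMEM plus 10% FBS; concentration-response parameters came from normalized, curve-fitted qHTS data.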
Starred values were filed as active, the others as inactive; ? = inconclusive; / = no result given; & = joins results of further samples; [ ] = dose if it differs, or a comment. Calls come from the whole dose curve; as a rule, active = well fitted curve in the direction sought with a large enough effect; inconclusive = small, poorly fitted or top-dose-only effect, or another doubt; inactive = no such curve, though single readings can be large; an effect the other way counts as inactive or inconclusive. Potency is the fitted concentration of half-maximal effect.

SMILES	GLP-1R inv ag	HT1080-NT tox	KB-3-1 tox	GLP1R cytotox	TDP43 rescue	HT1080 IDH1KD tx	GLP1R ag	SW480 rerep	KB-V1 cytotox
COc1cc(N=Cc2c(CO)cnc(C)c2O)cc(OC)c1OC	8%	-2%	-2%	1%	3%	-5%	2%	-18%	0%
Cc1ccc(Cl)cc1Nc1nc(N2CCOCC2)nc(N2CCOCC2)n1	-22%	-1%	-5%	20%	-2%	1%	0%	?	-3%
Cc1nc2n[nH]c(N)c2nc1C	38%[activator]	4%	?	-1%	16%	8%	-1%	/	9%
COc1ccc(OCCC(=O)OCC(=O)NCc2ccc(F)cc2)cc1	5%	24%	2%	3%	15%	27%	4%	-3%	-2%
COC(=O)c1ccc(NC(=O)CN(C)S(=O)(=O)c2ccc(Br)s2)cc1	-12%	/	-1%	-1%	27%	/	/	/	20%
Cc1cc(OCC(=O)NC(Cc2c[nH]c3ccc(O)cc23)C(=O)O)c2c(C)c(C)c(=O)oc2c1 (configuration not stated)	-13%	8%	0%	3%	15%	10%	0%	-29%	?
CC(=O)Nc1ccc(Cl)cc1-c1ccccc1	?	-28%	-8%	-1%	?	?	31%	?	-13%
COc1ccc(OCC(=O)N2CCC(Cc3ccccc3)CC2)cc1	?	-14%	-10%	-21%	?	-15%	10%	-10%	-26%
O=C(Nc1cnc2sccn2c1=O)c1ccccc1Cl	-6%	0%	-11%	8%	-10%	3%	-6%	3%	-25%
C[n+]1cccc(C2C(C#N)=C(N)Oc3c2ccc2ccccc32)c1 (configuration not stated)	-25%	12µM*	?	-2%	-1%	15µM*	2%	18µM*	?
COc1ccc(S(=O)(=O)Nc2ccccc2C(=O)NCc2ccco2)cc1	?	22%	-13%	1%	-6%	23%	1%	-4%	0%
COc1ccc(OC)c(NC(=O)C2(C)CCN2C(=O)Cc2ccc(Cl)cc2Cl)c1 (configuration not stated)	?	-19%	-18%	-13%	?	3%	15%	/	?
Cc1cc(Cl)ccc1OCC(=O)Nc1c(Cl)ccc2nsnc12	1%	/	?	4%	2%	/	6%	/	?
COc1ccc(-n2c(C)cc3cc(OC(C)=O)ccc32)cc1	-19%	-26%	-16%	8%	21%	?	7%	?	-9%
O=C(CS(=O)(=O)c1cccc2nsnc12)NCc1ccccc1	27%	/	0%	4%	29%	/	2%	/	?
Cc1ccc(-c2nnn3c2nc(NCC(C)c2ccccc2)c2ccccc23)cc1 (configuration not stated)	10%	/	-7%	-4%	16%	/	-1%	/	-3%
O=C(NC1CCCCCCC1)c1ccc(Br)o1	?	2%	-13%	0%	?	-2%	-5%	-3%	-5%
COC(=O)c1c[nH]n2c(=O)cc(CCl)nc12	25%	14%	-6%	20%	-2%	3%	2%	-3%	-3%
O=C(CSc1nnc(CNC(=O)c2ccccc2F)o1)Nc1ccc2c(c1)OCO2	14%	2%	14%	2%	9%	3%	1%	3%	?
NC(=O)c1cccc(Nc2nc(C(N)Cc3ccc(C(F)(F)F)cc3)cs2)n1 (configuration not stated)	?	7.3µM*	?	1%	?	?	10%	/	-3%
Cc1ccc(OCC(=O)c2c(O)c3ccccc3oc2=O)cc1C	9%	2%	4%	-7%	-10%	5%	-10%	-3%	5%
COc1ccccc1CC(=O)Nc1ccc(F)cc1F	1%	11%	0%	5%	7%	5%	-2%	15%	0%
O=C(CSc1nnnn1-c1ccc(F)cc1)c1ccc(O)c(O)c1	?	-5%	2%	-9%	-13%	-30%	14%	23%	-12%
CCO[C@H]1OC(C(=O)NCc2nc3ccccc3[nH]2)=C[C@@H](C2CCCCC2)[C@@H]1CCCO	10µM*	-14%	0%	-45%	22%	-9%	4%	21%	3%
CCOCc1[nH]c(=S)[nH]c(=O)c1Cc1ccc(OCC(C)C)cc1	-24%	-4%	-3%	0%	24%	-10%	7%	2%	-7%
COc1cc(/C=C/C(=O)OCC(=O)NCc2cccs2)ccc1OC(F)F	18%	10%	0%	-20%	8%	12%	-1%	0%	-1%
CC(C)(C)NC(=O)NC(=O)COC(=O)Cc1ccc(Cl)cc1Cl	-26%	-4%	2%	14%	35µM*	-14%	6%	1%	-3%
C[n+]1ccccc1N1CCN(c2ccccc2Cl)CC1	-18%	-3%	21µM*	-1%	4%	-1%	0%	1%	8%
CCn1cc(Br)c(C(=O)NN)n1	33%[activator]	-3%	-1%	25%	-2%	-8%	0%	-5%	16%
O=C(Cn1cnc2scc(-c3ccc(F)cc3)c2c1=O)NCC(c1ccco1)N1CCCC1 (configuration not stated)	?	1%	-4%	12%	11%	-2%	1%	1%	-26%
Cc1ccc(NC(=O)CCC(=O)OC(C(=O)c2ccc(C)c(C)c2)c2ccccc2)c(C)c1 (configuration not stated)	0%	-6%	2%	1%	-18%	-8%	-12%	8%	-6%
CC(C)c1nnc(NC(=O)COc2ccc3c(c2)OCO3)s1	?	?	-23%	3%	-7%	?	10%	?	0%
CC1(C)CC(=O)C=C(c2ccc(Cl)c(C(F)(F)F)c2)C1	?	2%	-16%	1%	3%	-1%	16%	-11%	-1%
Cc1cccc(NC(=O)CN(C)S(=O)(=O)c2ccc(-c3ccc(=O)[nH]n3)s2)c1C	62%[activator]	-8%	-1%	0%	-11%	-2%	8%	-7%	-7%
COc1cc(O)c(C(CC(=O)N2CCCCC2)c2cc(OC)c(OC)c(OC)c2)c(OC)c1 (configuration not stated)	3%	0%	15%	-12%	-15%	-1%	-2%	-10%	0%
Cc1ccccc1C(=O)Nc1ccc2c(c1)CCCN2C(=O)c1cccs1	?	?	?	-32%&-26%	?	?	17%	?	?
O=C(N/N=C/c1ccco1)c1cccc([N+](=O)[O-])c1	5%	17%	-4%	70%[activator]	14%	11%	4%	-5%	-9%
CCCc1nnc(NC(=O)CCC(=O)Nc2ccc(Br)cc2)s1	10%	1%	3%	-1%	12%	6%	2%	0%	-3%
COc1cccc(NC(=O)CCN2CCN(c3ccccc3F)CC2)c1	?	1%	0%	-8%	4%	-2%	0%	0%	4%
Cc1nc(N2CCOCC2)nc2c1CCCC2	28%	8%	-1%	15%	-2%	11%	-1%	-2%	-14%

8 of the compounds above, with two lines to a compound:
Below each compound – GLP-1R inv ag, HT1080-NT tox, KB-3-1 tox, GLP1R cytotox, TDP43 rescue, HT1080 IDH1KD tx, GLP1R ag, SW480 rerep, KB-V1 cytotox
> Cc1ccc(OCC(=O)c2c(O)c3ccccc3oc2=O)cc1C
    9%, 2%, 4%, -7%, -10%, 5%, -10%, -3%, 5%
> COc1ccccc1CC(=O)Nc1ccc(F)cc1F
    1%, 11%, 0%, 5%, 7%, 5%, -2%, 15%, 0%
> O=C(CSc1nnnn1-c1ccc(F)cc1)c1ccc(O)c(O)c1
    ?, -5%, 2%, -9%, -13%, -30%, 14%, 23%, -12%
> CCO[C@H]1OC(C(=O)NCc2nc3ccccc3[nH]2)=C[C@@H](C2CCCCC2)[C@@H]1CCCO
    10µM*, -14%, 0%, -45%, 22%, -9%, 4%, 21%, 3%
> CCOCc1[nH]c(=S)[nH]c(=O)c1Cc1ccc(OCC(C)C)cc1
    -24%, -4%, -3%, 0%, 24%, -10%, 7%, 2%, -7%
> COc1cc(/C=C/C(=O)OCC(=O)NCc2cccs2)ccc1OC(F)F
    18%, 10%, 0%, -20%, 8%, 12%, -1%, 0%, -1%
> CC(C)(C)NC(=O)NC(=O)COC(=O)Cc1ccc(Cl)cc1Cl
    -26%, -4%, 2%, 14%, 35µM*, -14%, 6%, 1%, -3%
> C[n+]1ccccc1N1CCN(c2ccccc2Cl)CC1
    -18%, -3%, 21µM*, -1%, 4%, -1%, 0%, 1%, 8%

Other structures
SMILES	GLP-1R inv ag	HT1080-NT tox	KB-3-1 tox	GLP1R cytotox	TDP43 rescue	HT1080 IDH1KD tx	GLP1R ag	SW480 rerep	KB-V1 cytotox
C=CCn1c(=S)[nH]c2cc(C(=O)Nc3ccc(F)cc3)ccc2c1=O	5%	?	-15%	-21%	-4%	?	1%	-4%	-26%
Cc1onc(-c2c(Cl)cccc2Cl)c1C(=O)Nc1ccc2c(c1)OCO2	-4%	-3%	-7%	4%	21%	-7%	1%	0%	5%
Cc1nc(-c2cccc(Br)c2)ccc1C(=O)O	-15%[7.66 µM]	0%	-14%	2%[7.66 µM]	?	-12%	-2%	-5%	-13%
COc1ccc(NC(=O)Nc2ccc(OCC(=O)N3CCOCC3)cc2)cc1OC	3%	9%	-6%	3%	-14%	0%	5%	-8%	0%
CS(=O)(=O)Nc1ccc(C(=O)NC2CCCCC2)cc1	-2%[7.66 µM]	9%	1%	13%[7.66 µM]	-7%[9.22 µM]	7%	4%	-1%	-7%
CC1(C)CC(=O)C2=C(C1)N=c1s/c(=C/c3ccc(F)c(F)c3)c(=O)n1C2c1ccc(F)cc1 (configuration not stated)	-21%	0%	-18%	5%	-16%	-7%	3%	-5%	0%
